Coupling enz: coupling enzyme interference in Giardia aldolase counter-screen; coupling enzyme system counterscreen, AmpLite Red fluorescence; activity change, negative = inhibition, % at 58.2 µM, hits read low; 290,000 compounds, 0.67% hits; AID 2472; in the data active means activity change below about -30%; further: on the % scale 0 is the no-effect control and ±100 the full control effect
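First, compound is pin-transferred into glyceraldehyde-3-phosphate coupling-enzyme reagent at 57.5 uM final and held 10 min at RT. Next, substrate, coupling system and AmpLite Red are added. After 20 min RT, fluorescence (525/598 nm) is read.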
uPA surface inh: inhibitors of cell surface uPA generation; cell surface uPA generation assay, qHTS; Potency, µM (doses to about 38.3 µM), for the others: top-dose activity change, negative = inhibition, most hits filed as inhibitors; 330,000 compounds, 0.31% hits; active means well fitted inhibition curve with a large enough effect; inconclusive means small, poorly fitted or top-dose-only effect; inactive means no such curve, though single readings can be large or run the other way; tested in mouse RAW 264.7 cells; further: potency means the concentration at half of the fitted maximal effect; on the % scale 0 is the no-effect control and ±100 the full control effect; nearly all actives have a fitted effect of over 55% in size
VP16 counter: Gal4-VP16 reporter inhibition counter-screen; Drosophila S2 Gal4-VP16 UAS-luciferase, luminescence, 20 h; Potency, µM (doses to about 53.6 µM), for inactives: top-dose activity, negative = inhibition, usual class: inhibitors; 310,000 compounds, 3.5% hits; AID 2546;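 further: Gal4-VP16 expression switched on by copper sulfate through the metallothionein promoter; potency means the concentration at half of the fitted maximal effect; on the % scale 0 is the no-effect control and ±100 the full control effect; nearly all actives have a fitted effect of over 50% in size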
Tb PFK block: blocks T. brucei phosphofructokinase; O15648; Potency, µM (top dose mostly 57.5 µM), for the others: top-dose activity, negative = inhibition, most hits filed as inhibitors; T. brucei PFK, ADP-Glo luminescence; AID 485367; 330,000 compounds, 0.17% hits;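 further: potency means the concentration at half of the fitted maximal effect; 0% = uninhibited 1x PFK enzyme wells and -100% = no-enzyme wells; nearly all actives have a fitted effect of over 60% in size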
Target sequence (O15648 whole entry, looked up): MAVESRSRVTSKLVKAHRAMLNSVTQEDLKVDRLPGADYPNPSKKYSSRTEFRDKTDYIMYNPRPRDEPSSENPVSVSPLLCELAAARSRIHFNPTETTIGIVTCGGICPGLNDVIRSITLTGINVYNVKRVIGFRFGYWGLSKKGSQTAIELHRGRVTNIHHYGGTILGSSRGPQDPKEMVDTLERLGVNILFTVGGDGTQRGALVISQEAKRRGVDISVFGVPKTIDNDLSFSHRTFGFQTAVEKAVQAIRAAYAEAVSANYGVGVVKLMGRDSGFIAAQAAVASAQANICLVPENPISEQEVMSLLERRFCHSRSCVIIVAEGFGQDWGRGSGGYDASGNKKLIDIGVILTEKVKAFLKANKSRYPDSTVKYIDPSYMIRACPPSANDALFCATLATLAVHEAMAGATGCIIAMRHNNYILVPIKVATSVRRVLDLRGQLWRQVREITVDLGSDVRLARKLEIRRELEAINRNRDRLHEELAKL
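Compounds were pin-transferred as a titration series up to 57 uM into substrate buffer (0.5 mM F6P, 0.1 mM ATP, pH 8.0), then 1.25 nM PFK was added and reactions ran 45 min before ADP-Glo detection.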
RORg inh: inhibitors of mouse ROR gamma transcriptional activity. Drosophila S2 Gal4-RORgamma UAS-luciferase reporter, 20 h. Potency, µM (titrated, usually from 53.6 µM), inactives show at the top dose activity change, negative = inhibition, most hits filed as inhibitors. 310,000 compounds, 5.4% hits. AID 2551; further: potency means the concentration at half of the fitted maximal effect; on the % scale 0 is the no-effect control and ±100 the full control effect; nearly all actives have a fitted effect of over 60% in size
Target sequence (P51450 whole entry, looked up, the tested form may be a part): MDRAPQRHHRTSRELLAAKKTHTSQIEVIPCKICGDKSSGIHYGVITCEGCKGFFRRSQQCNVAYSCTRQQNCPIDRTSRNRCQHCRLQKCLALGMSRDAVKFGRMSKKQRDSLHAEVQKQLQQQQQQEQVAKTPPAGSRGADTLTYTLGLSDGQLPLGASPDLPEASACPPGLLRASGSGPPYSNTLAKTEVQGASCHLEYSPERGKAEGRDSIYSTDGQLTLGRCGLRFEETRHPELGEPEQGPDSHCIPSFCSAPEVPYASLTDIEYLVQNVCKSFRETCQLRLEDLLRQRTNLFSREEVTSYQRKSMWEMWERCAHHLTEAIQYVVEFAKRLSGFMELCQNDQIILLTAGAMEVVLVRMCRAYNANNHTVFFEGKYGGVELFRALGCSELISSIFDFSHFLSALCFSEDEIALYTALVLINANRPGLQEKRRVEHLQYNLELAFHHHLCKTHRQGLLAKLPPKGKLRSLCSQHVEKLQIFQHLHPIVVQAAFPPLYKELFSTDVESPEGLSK
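Luminescence from a UAS-regulated Photinus luciferase reporter in stably transfected Drosophila Schneider cells is measured; decreased signal marks ROR gamma inhibition. Fusion expression is induced by 700 uM copper sulfate for 20 hr.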
Rab9 promoter act: Rab9 promoter activation. Huh7 Rab9 promoter-luciferase reporter, luminescence, 24 h. AID 485297. 320,000 compounds, 2.8% hits. Potency, µM (highest dose often 9.22 µM), without a hit: top-dose activation, negative = inhibition, usual class: activators; further: potency means the concentration at half of the fitted maximal effect; % of control where 0% means no effect; nearly all actives have a fitted effect of over 60% in size
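Cell-based reporter: Huh7 stable for Rab9 promoter-driven luciferase, plated in reduced-serum medium with 10% FBS at 1500 cells/well, compound-treated 24 h at 37 °C, luminescence read after 10 min reagent.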
Giardia killer: kills Giardia lamblia; 340,000 compounds, 0.15% hits; activity change, % at 7.66 µM, hits read low; Giardia lamblia trophozoite viability; in the data active means activity change below about -80%; inconclusive means between about -30% and that limit;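 further: parasites exposed to compound for two days anaerobically before the ATP read; on the % scale 0 is the no-effect control and ±100 the full control effect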
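Compounds were tested on trophozoites seeded at 100 cells/well and held 48 hrs at 37 deg C anaerobically. An ATP-based luminescent kit measured the remaining live cells.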
KCNH2 3.1 block: inhibitors of human KCNH2 3.1 potassium channel isoform | U2OS KCNH2 3.1, thallium flux FluxOr; stronger effect = lower value | activity change, % (tested at about 1.8 µM) | 340,000 compounds, 0.95% hits | AID 720553;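 active means maximum activity change below -70%; inconclusive means maximum activity change from -70% to -50%; inactive means maximum activity change above -50%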;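 further: thallium influx rate constant from kinetic fluorescence after stimulation buffer; on the % scale 0 is the no-effect control and ±100 the full control effect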
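FluxOr-based Tl+ influx in U2OS cells transduced with KCNH2 3.1 virus; rate constants normalized to DMSO controls.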
ELG1 genotox: induces genotoxicity in HEK293T cells with luciferase-tagged ELG1 | HEK293T ELG1-luciferase reporter, luminescence, 16 h | Potency, µM (titrated, usually from 46 µM), without a hit: top-dose activity change, positive = activation, actives largely listed as activators | 330,000 compounds, 1.3% hits; further: potency means the concentration at half of the fitted maximal effect; % of control where 0% means no effect; nearly all actives have a fitted effect of over 60% in size
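Luminescence read-out: rising ELG1-luciferase signal, reflecting elevated ELG1 protein under genetic stress, flags genotoxic compounds. Cells were treated for 16 hr at 37 °C before ONE-Glo detection.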
NPC1 prom act: activates the NPC1 promoter | Huh7 NPC1 promoter luciferase reporter, 24 h | Potency, µM (titrated, usually from 9.22 µM), inactives show at the top dose activation, actives largely listed as activators | 320,000 compounds, 2.4% hits;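 further: potency means the concentration at half of the fitted maximal effect; % of control where 0% means no effect; nearly all actives have a fitted effect of over 60% in size; reporter is driven by a mutant NPC1 promoter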
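Quantitative HTS used a cell-based reporter: Huh7 cells stably bearing the NPC1 promoter upstream of luciferase were treated with compounds for 24 h, and promoter activation was read as luminescence.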
FLuc counter: inhibits or activates purified firefly luciferase, miR-21 counter-screen; P08659; purified FLuc, Km substrates, luminescence inhibition; Potency, µM (top dose mostly 57.5 µM), inactives show top-dose activity change, negative = inhibition, actives largely listed as inhibitors; 360,000 compounds, 6.9% hits;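 further: potency means the concentration at half of the fitted maximal effect; plate controls were vehicle for no effect and reference inhibitor for full effect; nearly all actives have a fitted effect of over 55% in size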
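Purified P. pyralis luciferase (10nM final) with 10uM D-luciferin and 10uM ATP (Km levels) in 50mM Tris acetate pH 7.5, 10mM Mg acetate, 0.01% Tween-20, 0.05% BSA; qHTS 6-point titration, ~60 µM downward; luminescence read.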
Active calls of the source: *; ? = inconclusive; . = no result given; & = joins results of further samples; [ ] = remark or other dose. Unless noted, the call rests on the fitted dose curve; in most records, active means well fitted curve in the direction sought with a large enough effect; inconclusive means small, poorly fitted or top-dose-only effect, or another doubt; inactive means no such curve, though single readings can be large; an effect the other way counts as inactive or inconclusive. Compounds as they come (roughly 14% active in at least one column).

structure | Coupling enz | uPA surface inh | VP16 counter | Tb PFK block | RORg inh | Rab9 promoter act | Giardia killer | KCNH2 3.1 block | ELG1 genotox | NPC1 prom act | FLuc counter
c1ccc(N2CCN(Cc3cnc(N4CCOCC4)s3)CC2)cc1 | -1 | -7% | 5% | -2% | -1% | 4% | 6 | -5 | -4% | -1% | 3%
Cc1ccc(NC(=O)c2cncc(Br)c2)c([N+](=O)[O-])c1 | 3 | -4% | ? | 1% | 1% | 29% | 17 | 1 | -1% | 15% | -19%
O=C(Cn1nnc2ccccc21)N/N=C/c1ccco1 | 1 | 7% | -9% | -4% | -9% | 1% | -4 | . | 2% | 0% | 4%
O=C1C2C3CCCC3=C3CCCC3C2C(=O)N1c1ccc(Cl)cc1 (stereo unspecified) | 0 | 1% | -1% | -5% | 6% | 0% | -4 | . | -2% | 1% | 2%
CN1C(=O)C2(OCC(COc3ccc(Cl)cc3)O2)c2ccccc21 (stereo unspecified) | -2 | 1% | -4% | -3% | ? | -12% | -4 | 5 | 0% | -3% | -16%
O=C(OCc1ccc(Br)cc1)c1cccnc1Cl | 1 | 0% | 13% | -2% | 1% | -2% | 17 | 9 | 3% | -5% | ?
O=C(C1CCCCN1S(=O)(=O)c1ccc(F)cc1)N1CCN(c2ccccc2F)CC1 (stereo unspecified) | 0 | 3% | 3% | 0% | -18% | -3% | 11 | -15 | 20% | -1% | 0%
COc1ccc(N2CCN(C(=O)CCS(=O)(=O)c3ccc4c(c3)NC(=O)C(C)S4)CC2)cc1 (stereo unspecified) | -2 | 6% | -1% | -2% | ? | -6% | 54[activator] | -3 | -5% | 1% | -2%
Cc1ccc(S(=O)(=O)N2CCCCC2)cc1NC(=O)C1CC(=O)N(Cc2ccccc2)C1 (stereo unspecified) | -5 | -3% | ? | 0% | ? | 8% | -4 | 4 | 0% | 6% | 2%
O=C(N/C(=C\c1ccc(O)cc1)C(=O)N1CCCCC1)c1ccccc1 | 3 | 9% | -3% | 9% | 7% | -1% | -27 | 14 | -11% | -6% | -1%
CCOC(=O)c1cc2sccc2n1CC(=O)Nc1ccc(OC)cc1 | 3 | -7% | -8% | 0% | -16% | -1% | 3 | 22 | 1% | 2% | 1%
COc1cc(OC)c(C2NC(=O)CCC2[N+](=O)[O-])cc1OC (stereo unspecified) | 3 | 10% | 2% | 5% | -3% | 5% | 35[activator] | 9 | 3% | 3% | -3%
O=C(O)C1CC=CCC1C(=O)Nc1ccc(S(=O)(=O)N2CCCc3ccccc32)cc1 (stereo unspecified) | 13 | . | 0% | 21% | 0% | 3% | 5 | 12 | -17% | 0% | -2%
O=S1(=O)CC/C(=N\O)c2ccccc21 | -1 | . | -21% | 3% | ? | 1% | -9 | 28 | 2% | -2% | 0%
Fc1ccc(Nc2nc(N/N=C/c3ccco3)nc(N3CCCCC3)n2)cc1 | -4 | -12% | 5µM* | -4% | 2.8µM* | -3% | 28 | -10 | -14% | -8% | 27µM*

structure | Coupling enz | uPA surface inh | VP16 counter | Tb PFK block | RORg inh | Rab9 promoter act | Giardia killer | KCNH2 3.1 block | ELG1 genotox | NPC1 prom act | FLuc counter
CCc1ccc(C(=O)Nn2c(C)nc3ccccc3c2=O)cc1 | 1 | -7% | 19% | 2% | -3% | 5% | 2 | 2 | -3% | 4% | -13%
COc1ccccc1[C@H]1C(c2ccc(F)cc2)=NN(c2ccccc2)[C@@H]1CO | -6 | -16% | -10% | 3% | 1% | . | -10 | -3 | 1% | . | .
CCOCCCN(Cc1ccco1)C(=O)c1cc2c(=O)[nH]c3ccc(C)cc3c2s1 | 4 | -24% | -1% | 3% | 23% | 0% | -1 | 4 | -22% | -5% | -11%&3%
Cc1c(N=Cc2cccnc2)c(=O)n(-c2ccccc2)n1C | 1 | -1% | 2% | -3% | -35% | 2% | -23 | 16 | 0% | -2% | 5%
COc1ccccc1NC(=O)c1ccc(N)cc1 | 0 | -10% | -3% | -3% | ? | 3% | 1 | 5 | 12% | 1% | ?
COc1cnn(C(C)(C)C)c(=O)c1Cl | 3 | . | 1% | -2% | 1% | 3% | -3 | 7 | 2% | -2% | 1%
C/C(CC(=O)Nc1cccc(F)c1)=N\NC(=O)C(=O)NC1CCCCC1 | 1 | 9% | ? | -2% | -44% | 1% | 10 | -6 | -1% | 0% | -2%
COc1ccc(S(=O)(=O)NCCc2nnc3ccc(SCC(=O)Nc4cc(C)on4)nn23)cc1 | 1 | 0% | -10% | -2% | 12% | -4% | 6 | -3 | 6% | -1% | -2%
COc1cccc(C2CC(c3cccs3)=NN2C(=O)CCC(=O)O)c1OC (stereo unspecified) | 4 | 4% | 10% | 5% | -1% | 1% | 1 | -4 | -8% | 0% | -14%
O=C(COc1cc(F)ccc1[N+](=O)[O-])NCCN1C(=O)CSC1=O | . | 5% | . | 8% | . | . | 1 | 5 | -2% | . | .
COc1ccc(-c2cc(C(F)(F)F)c(C#N)c(=O)[nH]2)cc1 | 1 | 3% | -5% | 2% | 27% | 10% | -24 | -2 | -3% | -4% | ?
C/C(=N/NC(=O)c1ccccn1)c1c[nH]c2ccccc12 | 0 | ? | -6% | 1% | -6% | 3.5µM* | -12 | -4 | 10µM* | 2.2µM* | 5.4µM*
CCOc1ccc(CNC(=S)N/N=C\c2ccc([N+](=O)[O-])cc2)cc1 | 0 | 4% | 2.8µM* | -1% | 1.3µM* | -2% | 0 | -32 | ? | 5% | 6%
O=C(CSc1ncc(C(F)(F)F)cc1Cl)N1CCNC1=O | . | -14% | . | -2% | . | . | -6 | 17 | 7% | . | .
C=CCN(CC=C)c1nc2ccccc2nc1C(C#N)C(=O)OC(C)C (stereo unspecified) | -7 | -5% | -15% | -5% | -45% | -4% | 6 | -10 | -6% | -1% | -2%

A stretch taken from the entries so far:
structure | Coupling enz | uPA surface inh | VP16 counter | Tb PFK block | RORg inh | Rab9 promoter act | Giardia killer | KCNH2 3.1 block | ELG1 genotox | NPC1 prom act | FLuc counter
O=C(CSc1ncc(C(F)(F)F)cc1Cl)N1CCNC1=O | . | -14% | . | -2% | . | . | -6 | 17 | 7% | . | .
C=CCN(CC=C)c1nc2ccccc2nc1C(C#N)C(=O)OC(C)C (stereo unspecified) | -7 | -5% | -15% | -5% | -45% | -4% | 6 | -10 | -6% | -1% | -2%

Back to the main list, repeating the 3 entries before the break.
structure | Coupling enz | uPA surface inh | VP16 counter | Tb PFK block | RORg inh | Rab9 promoter act | Giardia killer | KCNH2 3.1 block | ELG1 genotox | NPC1 prom act | FLuc counter
CCOc1ccc(CNC(=S)N/N=C\c2ccc([N+](=O)[O-])cc2)cc1 | 0 | 4% | 2.8µM* | -1% | 1.3µM* | -2% | 0 | -32 | ? | 5% | 6%
O=C(CSc1ncc(C(F)(F)F)cc1Cl)N1CCNC1=O | . | -14% | . | -2% | . | . | -6 | 17 | 7% | . | .
C=CCN(CC=C)c1nc2ccccc2nc1C(C#N)C(=O)OC(C)C (stereo unspecified) | -7 | -5% | -15% | -5% | -45% | -4% | 6 | -10 | -6% | -1% | -2%
NC(=O)CCC(NS(=O)(=O)c1ccc(Cl)cc1)C(=O)NCc1ccc(Cl)cc1 (stereo unspecified) | 1 | -7% | -4% | -1% | 40% | -3% | -15 | -5 | -1% | 0% | 1%
N#CCOc1ccc(C2=NO[C@@H]3[C@@H]4C[C@@H]([C@H]5C(=O)N(c6ccc7c(c6)OCO7)C(=O)[C@@H]45)[C@H]23)cc1 | 0 | -7% | 3% | 1% | 18% | -11% | -20 | 11 | 0% | -5% | -1%
COC(=O)C(C)Sc1nc2c(c(=O)n(C)c(=O)n2C)n1CCC(C)C (stereo unspecified) | -1 | 8% | 3% | 0% | ? | 1% | 12 | -2 | -3% | -1% | 3%
CCOc1ccccc1/C=N/NC(=O)Cc1csc(Nc2cccc(C(F)(F)F)c2)n1 | -5 | 3% | 6% | 1% | 3% | 1% | 19 | -1 | -2% | 1% | 2%
CS(=O)(=O)N(CC(=O)NCc1ccco1)c1ccc(Cl)c(C(F)(F)F)c1 | -5 | 1% | -8% | -23% | ? | -4% | -5 | 2 | -1% | 0% | 3%
Cc1ccc(NC(=O)Cn2c(=O)oc3ccccc32)c(C)c1 | 2 | 2% | 5% | 2% | -23%[1.91 µM] | 6% | -3 | 2 | 0% | -4% | -2%
S=C(Nc1cccc(Cl)c1)Nc1ccccc1Oc1ccccc1 | 1 | 3% | ? | -12% | 10µM* | -6% | -2 | 9 | -7% | -9% | 1%
CCOC(=O)/C(C#N)=C\c1ccc(N2CCN(C/C=C/c3ccccc3)CC2)cc1 | -2 | -2% | -26% | 5% | ? | -3% | -4 | -83* | ? | -5% | ?
CC1CCc2[nH]c3ccc(C(=O)O)cc3c2C1 (stereo unspecified) | -2 | 1% | 3% | -2% | ? | 1% | 8 | -3 | -4% | 0% | -14%
